# PI4K2A inh = blocks human PI4K2A kinase activity. Q9BTU6. purified PI4K2A, ADP-Glo luminescence, 1 h; active compounds read low. activity change, negative = inhibition, % at 76.9 µM. hit rate 0.13% among 420,000. AID 1346378; in the data active = activity change below about -50%; inconclusive = mostly about -30% to -49%;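 note: -100% = wells without enzyme as full effect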
#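 Compounds are screened against recombinant PI4K2A using PI as substrate and ATP, the latter dispensed at 300 microM. Reactions run one hour at ambient temperature before ADP-Glo detection; full inhibition defined by wells lacking enzyme.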
# TrxR1 substrate = is turned over as a substrate by rat TrxR1; AID 588456; O89049; hit rate 0.01% among 390,000; Potency, µM (top dose mostly 114 µM), for inactives: at the top dose activity change, negative = substrate turnover; purified TrxR1 substrate turnover, NADPH consumption readout; note: potency is the fitted concentration of half-maximal effect; % is set by controls: 0 for no effect and ±100 for the full control effect; nearly all actives have a fitted effect of over 50% in size
# Target sequence (O89049 whole entry, looked up): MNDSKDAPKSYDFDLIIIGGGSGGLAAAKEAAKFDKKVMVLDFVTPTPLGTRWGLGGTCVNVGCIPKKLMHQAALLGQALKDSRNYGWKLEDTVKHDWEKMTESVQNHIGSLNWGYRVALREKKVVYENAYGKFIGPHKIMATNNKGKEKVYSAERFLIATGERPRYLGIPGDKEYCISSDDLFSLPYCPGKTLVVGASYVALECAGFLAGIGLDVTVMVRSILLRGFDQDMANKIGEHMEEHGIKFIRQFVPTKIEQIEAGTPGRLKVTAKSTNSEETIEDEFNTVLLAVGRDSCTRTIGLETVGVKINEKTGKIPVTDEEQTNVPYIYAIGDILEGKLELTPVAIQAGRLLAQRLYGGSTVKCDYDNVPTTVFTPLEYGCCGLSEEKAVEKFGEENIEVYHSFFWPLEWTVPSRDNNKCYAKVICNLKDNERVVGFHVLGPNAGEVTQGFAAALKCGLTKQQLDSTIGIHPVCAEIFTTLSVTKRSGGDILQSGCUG
#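 Rat TrxR1, dispensed at 90 nM, was prereduced with 400 uM NADPH (final) for 5 min at ~22 deg C, then incubated with compound 15 min before 400 uM selenite. A first-read NADPH fluorescence drop versus no-compound background flagged substrates.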
# Pin1 inhibitor = human Pin1 inhibition; Pin1 FP peptide displacement, HiFluor488, 10 min; hit rate 0.009% among 390,000; Q13526; AID 504891; Potency, µM (highest dose often 115 µM), for the others: top-dose activity, negative = inhibition, hits mostly inhibitors; active = well fitted inhibition curve with a large enough effect in the polarisation, with a control signal flat, not every such curve was filed as active; inconclusive = small, poorly fitted or top-dose-only effect, or effect the other way, or a change in a side signal; inactive = no such curve, though single readings can be large or run the other way; the % refers to the polarisation; note: potency is the fitted concentration of half-maximal effect; % is set by controls: 0 for no effect and ±100 for the full control effect
# Target sequence (Q13526 whole entry, looked up): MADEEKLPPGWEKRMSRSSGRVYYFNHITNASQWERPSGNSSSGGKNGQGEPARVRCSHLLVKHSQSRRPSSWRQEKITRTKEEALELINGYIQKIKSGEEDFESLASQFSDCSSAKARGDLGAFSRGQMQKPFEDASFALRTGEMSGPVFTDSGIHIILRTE
# HP1b chromo inh = blocks HP1-beta chromodomain binding to methylated histone tails. AlphaScreen HP1-beta / biotin-H3K9me3 peptide binding. P83916. hit rate 0.56% among 390,000. Potency, µM (titrated, usually from 114 µM), inactives show at the top dose activity change, negative = inhibition, hits mostly inhibitors; note: potency is the fitted concentration of half-maximal effect; nearly all actives have a fitted effect of over 70% in size; inactives centre near 23
#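 AlphaScreen: HP1-beta (50 nM) preformed 30 min with biotin-H3(1-18)K9me3 peptide (50 nM) in PBS pH 7.4, 0.01% Tween-20. Compound added for 30 min at RT, then streptavidin donor/nickel chelate acceptor beads (10 ug/mL) for 30 min.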
# rTrxR1 inhibitor = inhibitors of rat thioredoxin reductase 1; O89049; AID 588453; recombinant rTrxR1, NADPH fluorescence consumption, selenite substrate; Potency, µM (titrated, usually from 114 µM), for inactives: top-dose activity change, negative = inhibition, most hits filed as inhibitors; hit rate 1% among 390,000; note: potency is the fitted concentration of half-maximal effect; % is set by controls: 0 for no effect and ±100 for the full control effect; nearly all actives have a fitted effect of over 65% in size
#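 Rat TrxR1 (90 nM in the dispensed reagent) was pre-reduced with 400 uM NADPH for 5 min at room temperature, then incubated with compound for 15 min. After 400 uM selenite was added, NADPH fluorescence (Ex 340/Em 450 nm) was followed for 8 min.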
# GLS inhibitor = blocks human kidney-isoform glutaminase activity; GLS enzymatic activity, qHTS titration; O94925; Potency, µM (titrated, usually from 45.5 µM), without a hit: top-dose activity change, negative = inhibition, usual class: inhibitors; AID 624170; hit rate 0.21% among 410,000; note: potency is the fitted concentration of half-maximal effect; % is set by controls: 0 for no effect and ±100 for the full control effect
#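 Compounds were pin-transferred onto hKGA, after which L-glutamine (1 mM solution) and a detection mix of glutamate oxidase, HRP and Amplex Red were added. Initial and 30 min RT fluorescence reads were collected.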
# IDH1 R132H inh = human IDH1 R132H inhibition | O75874 | IDH1-R132H enzyme, NADPH consumption, diaphorase/resazurin fluorescence | Potency, µM (titrated, usually from 76.6 µM), for the others: at the top dose activity change, negative = inhibition, hits mostly inhibitors | hit rate 0.093% among 390,000; note: potency is the fitted concentration of half-maximal effect; % is set by controls: 0 for no effect and ±100 for the full control effect; nearly all actives have a fitted effect of over 65% in size
# Target sequence (O75874 whole entry R132H, stated change not applied): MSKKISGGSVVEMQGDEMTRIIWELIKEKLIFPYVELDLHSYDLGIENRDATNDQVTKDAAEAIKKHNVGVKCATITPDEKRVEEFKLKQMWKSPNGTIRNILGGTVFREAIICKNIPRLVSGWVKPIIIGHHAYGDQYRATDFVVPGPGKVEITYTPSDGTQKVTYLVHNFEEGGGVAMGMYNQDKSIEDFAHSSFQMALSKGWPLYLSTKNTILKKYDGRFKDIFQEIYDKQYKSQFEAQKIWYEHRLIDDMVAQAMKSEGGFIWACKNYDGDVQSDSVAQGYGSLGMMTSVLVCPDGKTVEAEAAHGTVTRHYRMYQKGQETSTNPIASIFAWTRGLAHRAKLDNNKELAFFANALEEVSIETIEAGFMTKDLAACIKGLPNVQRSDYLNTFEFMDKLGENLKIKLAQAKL
#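 IDH1-R132H (0.5 ug/mL dispensed) in pH 7.5 Tris buffer was preincubated 30 min with compound, then given a substrate mix of 0.016 mM NADPH and 2 mM alpha-KG for 80 min at room temperature; remaining NADPH was read by diaphorase/resazurin fluorescence.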
# USP1 inh = inhibitors of human USP1/UAF1 deubiquitinase; O94782; recombinant USP1/UAF1, Ub-Rhodamine cleavage fluorescence; Potency, µM (doses to about 57.1 µM), for the others: top-dose activity change, negative = inhibition, actives largely listed as inhibitors; hit rate 0.23% among 390,000; note: potency is the fitted concentration of half-maximal effect; % is set by controls: 0 for no effect and ±100 for the full control effect; nearly all actives have a fitted effect of over 60% in size; inactives centre near -12
#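 High-throughput fluorogenic screen: 1nM USP1/UAF1 complex, Ub-Rho substrate 150nM final, 50mM HEPES pH 7.8 with 0.5mM EDTA, 0.1 mg/ml BSA, 1mM TCEP and 0.01% Tween-20.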
# PGK inhibitor = T. brucei PGK inhibition. Potency, µM (top dose mostly 57.5 µM), without a hit: at the highest dose activity change, negative = inhibition, hits mostly inhibitors. PGK/GAPDH coupled, Kinase-Glo luminescence, 60 min. hit rate 0.043% among 380,000; note: potency is the fitted concentration of half-maximal effect; % is set by controls: 0 for no effect and ±100 for the full control effect; nearly all actives have a fitted effect of over 60% in size
#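 Luminescent ATP detection (Kinase-Glo Plus) follows a 60-minute room-temperature incubation, with wells lacking PGK as controls. Buffer: 100 mM TEA (pH 7.6), 5 mM MgCl2, 0.01% Tween-20. Coupling enzyme GAPDH (100 nM final) supplies unstable 1,3-BPG in-well.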
# * hit, by the source's call; i = inactive; u = inconclusive; x = no result given; [ ] = another dose, or the depositor's remark. Unless noted, calls come from the whole dose curve; as a rule, active = well fitted curve in the direction sought with a large enough effect; inconclusive = small, poorly fitted or top-dose-only effect, or another doubt; inactive = no such curve, though single readings can be large; an effect the other way counts as inactive or inconclusive. Only part of the results is shown; count on the stated rates, not on these rows.
SMILES,PI4K2A inh,TrxR1 substrate,Pin1 inhibitor,HP1b chromo inh,rTrxR1 inhibitor,GLS inhibitor,IDH1 R132H inh,USP1 inh,PGK inhibitor
CCc1nnc(NC(=O)C(=O)NCCOC(=O)c2ccccc2)s1,1,6%,-4%,15%,21%,-5%,-4%,7%,-3%
COc1ccc2[nH]c3c(c2c1)CCN1C(=O)C(CC(=O)NCC24CC5CC(CC(C5)C2)C4)C[C@H](C(=O)N2CCOCC2)[C@@]31CCC1CCCC1 (some centres not stated),0,-8%,8%,-6%,-5%,3%,-2%,-29%,-9%
Cc1nn(C)cc1S(=O)(=O)N1CCN(c2ccccc2)CC1,3,5%,-1%,44%[activator],33%,-4%,-9%,-20%,1%
CCN(CC)C1CCS(=O)(=O)C1 (configuration not stated),-6,-1%,5%,32%,15%,11%,-6%,1%,2%
COc1cc(C)ccc1Oc1ncnc(N)c1[N+](=O)[O-],1,0%,6%,27%,16%,0%,31%[activator],-5%,-1%
COc1cc(NC(=O)c2ccc(C)c(Cl)c2)ccc1NC(=O)c1cc2ccccc2o1,-3,7%,1%,-1%,10%,-4%,-8%,5%,-1%
CCN(C(=O)Nc1cccc2ccccc12)c1ccccc1,1,x,x,x,x,-1%,3%,-22%,-7%
C[C@@H]1ON(C2CCCCC2)[C@H]2c3nc4ccccc4n3C[C@@H]12,-4,3%,-1%,64%[activator],9%,3%,-2%,-28%,-1%
Cc1ccc(Sc2nc(C)c([N+](=O)[O-])c(C)c2C#N)cc1,1,-3%[57.1 µM],-2%,-11%,6%[57.1 µM],22%,0%,-3%,-4%
COc1cc2ccccc2cc1C(=O)Nc1cccc(-c2nc3cc(C)ccc3o2)c1C,-1,-2%,5%,33%[activator],16%,6%,8%,-4%,5%
Cc1ccccc1S(=O)(=O)N1CC(C(=O)O)=CC[C@H]1c1ccc(Cl)cc1,-6,11%[57.1 µM],-24%,24%,16%[57.1 µM],16%,-14%,-6%,-5%
Cc1ccc(S(=O)(=O)Cn2nnnc2C(CC(C)C)N2CCN(c3ccccc3)CC2)cc1 (configuration not stated),-13,9%[57.1 µM],3%,-26%,5%,-2%,-2%,0%,2%
CC1CN(S(=O)(=O)c2ccccc2)CN1C(=O)N1CCOCC1 (configuration not stated),5,6%,-19%,-7%,25%,0%,-6%,-15%,-12%
O=C(CSc1nnc(-c2ccccc2)o1)N1CCCCC1,3,2%,-4%,19%,15%,-2%,5%,-17%,-12%
CCN(C(=O)c1cc2c(=O)n3cccc(C)c3nc2s1)c1ccc(C)c(C)c1,-6,8%,u,63%[activator],11%,1%,6%,-8%,-8%
N#CCCN(CCC#N)C(=O)C1c2ccccc2Oc2ccccc21,-1,-11%,u,14%,-15%,32%,-2%,-17%,7%
CN(Cc1cc(Cl)cc(Cl)c1O)Cc1c(O)ccc2ccccc12,1,8%[57.1 µM],u,-7%[57 µM],2%[2.29 µM],22%,-5%,u,1%
CC1(C)Cc2noc(N)c2C(C)(C)N1OC(=O)c1cccs1,5,8%[57.1 µM],u,65%[activator],4%[57.1 µM],23%,4%,-10%,-5%
COC(=O)c1ccc(NC(=O)CSc2nnc(-c3ccncc3)n2N)cc1,2,-3%,-6%,45%[activator],-1%,0%,6%,-12%,-10%
Cn1cc(CNCCN2CCCCC2=O)c(-c2cccc(Cl)c2)n1,2,3%[57.1 µM],-5%,11%,9%[57.1 µM],-1%,-2%,-26%,-6%
COc1ccc(CNC(=O)c2cc3c(=O)[nH]c4ccccc4c3n2C)c(OC)c1,-3,5%,7%,-13%,24%,6%,21%,u,-8%
COc1ccc(Cc2nc3ccc(C(=O)NCCc4ccccn4)cc3o2)cc1OC,-1,-1%,-3%,36%,12%,-2%,15%,-22%,-6%
CCOC(=O)Nc1ccc2c(COC(=O)c3ccccc3O)cc(=O)oc2c1,-6,60%[activator],25%,20%,9%,-6%,-9%,-12%,-5%
C=CCn1c(=S)[nH]c2scc(-c3ccc(C)o3)c2c1=O,5,-5%,7%,-11%,-65%,-6%,1%,u,-6%
CCCC(=O)NCC(c1cccs1)S(=O)(=O)c1ccc(Cl)cc1 (configuration not stated),-7,4%,-5%,48%[activator],-1%,1%,0%,-7%,-10%

# Following part
SMILES,PI4K2A inh,TrxR1 substrate,Pin1 inhibitor,HP1b chromo inh,rTrxR1 inhibitor,GLS inhibitor,IDH1 R132H inh,USP1 inh,PGK inhibitor
COc1ccc(S(=O)(=O)N2CCC3(CC2)OCCN3S(=O)(=O)c2cccs2)cc1OC,4,-7%,-7%,21%,-2%,9%,10%,-20%,-3%
Cn1c(SCCN2CCOCC2)nc2sc3c(c2c1=O)CCCC3,7,-1%,3%,-5%,-1%,-3%,-10%,-10%,-4%
Cc1cccc(N(C(=O)CCC(=O)Nc2ccccn2)C(C(=O)NC(C)C)c2ccc(O)cc2)c1 (configuration not stated),2,8%[57.1 µM],0%,25%,-4%[57.1 µM],10%,-2%,2%,1%
Cc1c(Cl)cccc1NC(=S)N1CCC(C(N)=O)(N2CCCCC2)CC1,1,7%,-6%,39%,-5%,9%,5%,-13%,-1%
CC(=O)Nc1ccc(S(=O)(=O)Nc2cccc(-c3nc4ccccc4o3)c2)cc1,-4,-5%,5%,3%,-6%,x,-7%,-14%,3%
NC(=O)[C@@H]1CCCNc2c(F)cc([N+](=O)[O-])cc2C(=O)N[C@@H](CO)C(=O)NCC(=O)N1,0,-5%,0%,21%,-15%,-3%,-5%,-10%,1%
O=C(c1ccc(CSc2ccc(Cl)cc2)cc1)N1CCOCC1,-5,2%,8%,29%,16%,-7%,3%,-12%,x
CC(=O)N1CCc2c(sc3c2c(=O)n(Cc2ccccc2)c(=O)n3CC(=O)NCC2CCCO2)C1 (configuration not stated),-4,8%[57.1 µM],-1%,13%,2%[57.1 µM],-4%,-1%,-24%,-3%
O=C(CCc1ccccc1)N/N=C/c1cccc(O)c1,-3,-12%,1%,21%,u,12%,-1%,9%,3%
O=C(NCCc1ccccc1)c1ccc(-c2ccccc2C(F)(F)F)o1,-15,8%,u,37%[activator],-31%,-4%,-7%[38.3 µM],u,-6%
CC[C@]12c3[nH]c4cc(CCC(=O)N(C)C)ccc4c3CCN1C(=O)[C@@H](CC(=O)NCC13CC4CC(CC(C4)C1)C3)C[C@@H]2C(=O)N1CCN(C(=O)C2CC2)CC1,3,-2%,-7%,10%,10%,3%,5%[38.3 µM],-8%,1%
CCc1noc(C)c1C(=O)Nc1cc(S(=O)(=O)N2CCOCC2)ccc1OC(C)C,3,-4%,-4%,13%,9%,-3%,2%,-7%,-1%
COc1ccccc1CNC(=O)c1cnc2sc(N3CCCCC3)nn2c1=O,-5,39%[activator][57.1 µM],1%,-18%,14%[57.1 µM],-5%,-5%,-27%,1%
COc1cc(NC(=O)Cc2ccccc2)ccc1NC(=O)c1ccccc1,1,7%,-1%,20%,6%,1%,7%,-10%,i
CN(C(=O)c1ccc(Br)o1)C1CCS(=O)(=O)C1 (configuration not stated),-4,7%,-5%,11%,23%,0%,2%,-8%,-9%
CN(c1ccc(C(=O)NCCSCc2ccc(Cl)cc2)cc1)S(=O)(=O)c1ccccc1,7,-6%,7%,29%,-3%,1%,-2%,-15%,-7%
Cc1ccc(C)n1-c1nnc(N2CCCC(C(=O)NCc3ccc(Cl)cc3)C2)s1 (configuration not stated),3,1%,11%,9%,-12%,-12%,x,-31%,x
Cc1ccc(CSc2ncnc3c2cnn3Cc2ccccc2)cc1,1,-4%,-15%,107%[activator],4%,-5%,-3%,-20%,-4%
CCCOc1ccc(C2NC(=O)NC(c3ccccc3)=C2C(C)=O)cc1OCC (configuration not stated),2,-10%,-9%,34%,-4%,1%,-3%,5%,-7%
O=C(CCc1ccccc1)NC(c1cccs1)c1cc(Cl)c2cccnc2c1O (configuration not stated),2,4%[57.1 µM],13%,31%,7%[57.1 µM],5%,-2%,-10%,-7%
CCOc1ncccc1C(=O)OCC(=O)N1CC(=O)Nc2ccccc21,2,6%,-12%,40%[activator],5%,-1%,4%,-1%,i
CN(C)c1ccc(C=NNC(=O)c2cccc3ccccc23)c(Cl)c1,4,12%[11.4 µM],0%,18%,-14%[11.4 µM],16%,0%,-6%,0%
COc1ccccc1N(CC(O)CN1CCOCC1)S(=O)(=O)c1ccccc1 (configuration not stated),-3,8%,-2%,-1%,16%,6%,-6%,-12%,-8%
COc1ccc(-c2noc(C3CCCN(C(=O)c4ccc(F)cc4)C3)n2)cc1 (configuration not stated),0,-6%,-1%,23%,13%,-3%,0%,-8%,-1%
N#Cc1c(Cl)cccc1N1CCCC1,-11,5%,2%,106%[activator],9%,3%,9%,-9%,7%
Cc1nnc(NC(=O)c2c(-c3ccccc3)noc2C)s1,23,-1%,6%,34%,-1%,2%,9%,-14%,-2%

# Ordered by the number under Pin1 inhibitor (highest first): three from the list above
Compound,PI4K2A inh,TrxR1 substrate,Pin1 inhibitor,HP1b chromo inh,rTrxR1 inhibitor,GLS inhibitor,IDH1 R132H inh,USP1 inh,PGK inhibitor
CC(=O)Nc1ccc(S(=O)(=O)Nc2cccc(-c3nc4ccccc4o3)c2)cc1,-4,-5%,5%,3%,-6%,x,-7%,-14%,3%
N#Cc1c(Cl)cccc1N1CCCC1,-11,5%,2%,106%[activator],9%,3%,9%,-9%,7%
COc1ccc(-c2noc(C3CCCN(C(=O)c4ccc(F)cc4)C3)n2)cc1 (configuration not stated),0,-6%,-1%,23%,13%,-3%,0%,-8%,-1%

# Screens deposited in PubChem by National Center for Advancing Translational Sciences (NCATS).
